Assay outcomes from PubChem.
MITF inh = blocks human microphthalmia-associated transcription factor. O75030. AlphaScreen MITF homodimerization, bead proximity signal. inhibition, % at 2.6 µM. 0.91% of 650,000 active. AID 1259374; in the data active = inhibition above about 50%;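 note: 0% = vehicle wells with protein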
TEAD-YAP block = TEAD-YAP interaction inhibition | AID 1259422 | inhibition, % at 9.12 µM | HEK-TIYL cells, TEAD-Gal4/YAP UAS-luciferase luminescence | 1.4% of 640,000 active; in the data active = inhibition above about 32%;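 note: 0% = median of test compound wells and 100% = reference inhibitor wells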
FBW7 act = activators of human E3 ligase FBW7; Q969H0; AlphaScreen FBW7–phospho-cyclin E peptide binding, activator screen; normalized activity (activation), % at 26.1 µM; 0.13% of 650,000 active; AID 1259310; in the data active = normalized activity above about 1.9%;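 note: purified mutant Fbw7 with reduced substrate affinity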
Target sequence (Q969H0 whole entry, looked up): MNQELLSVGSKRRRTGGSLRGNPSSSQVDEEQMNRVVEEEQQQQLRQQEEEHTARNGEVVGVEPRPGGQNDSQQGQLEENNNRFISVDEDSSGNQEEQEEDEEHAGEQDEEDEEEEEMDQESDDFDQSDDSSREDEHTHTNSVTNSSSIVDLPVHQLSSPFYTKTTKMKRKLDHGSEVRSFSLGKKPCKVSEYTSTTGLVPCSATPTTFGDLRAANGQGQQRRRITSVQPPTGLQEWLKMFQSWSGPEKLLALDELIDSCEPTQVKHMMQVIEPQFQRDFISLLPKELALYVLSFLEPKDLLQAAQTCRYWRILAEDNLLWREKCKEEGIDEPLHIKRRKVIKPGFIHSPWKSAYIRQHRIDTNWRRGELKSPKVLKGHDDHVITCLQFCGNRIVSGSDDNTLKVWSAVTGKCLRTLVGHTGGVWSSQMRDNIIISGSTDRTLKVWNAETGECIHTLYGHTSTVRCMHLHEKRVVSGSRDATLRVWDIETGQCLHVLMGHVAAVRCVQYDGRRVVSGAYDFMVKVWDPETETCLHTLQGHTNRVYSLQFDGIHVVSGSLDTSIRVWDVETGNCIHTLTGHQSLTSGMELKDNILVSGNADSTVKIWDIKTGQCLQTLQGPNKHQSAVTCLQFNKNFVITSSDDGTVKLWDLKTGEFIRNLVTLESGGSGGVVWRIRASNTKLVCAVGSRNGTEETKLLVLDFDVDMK
GPR151 ag = human GPR151 activation; Q8TDV0; PathHunter beta-arrestin GPR151 cells, luminescence; activation, % at 11.2 µM; 1% of 650,000 active; AID 1508602; in the data active = activation above about 4.9%;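 note: 0% = median of compound wells and 100% = cells with positive control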
Target sequence (Q8TDV0 whole entry, looked up): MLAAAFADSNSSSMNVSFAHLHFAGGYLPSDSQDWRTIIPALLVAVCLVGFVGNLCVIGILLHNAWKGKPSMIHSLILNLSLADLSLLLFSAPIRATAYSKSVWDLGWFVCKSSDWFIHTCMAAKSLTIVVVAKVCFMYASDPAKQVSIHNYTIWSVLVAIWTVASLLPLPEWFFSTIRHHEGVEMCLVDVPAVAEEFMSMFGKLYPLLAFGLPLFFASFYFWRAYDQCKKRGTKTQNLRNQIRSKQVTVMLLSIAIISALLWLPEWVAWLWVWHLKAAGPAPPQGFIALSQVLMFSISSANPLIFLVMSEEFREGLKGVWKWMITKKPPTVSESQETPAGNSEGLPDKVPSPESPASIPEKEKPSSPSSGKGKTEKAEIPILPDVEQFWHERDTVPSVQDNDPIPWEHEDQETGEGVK
* = called active by the depositor.

SMILES	MITF inh	TEAD-YAP block	FBW7 act	GPR151 ag
CC(=O)N(CC(=O)Nc1nn(-c2ccccc2)nc1C(N)=O)Cc1ccccc1	-7	5	-0.1	1.1
CC(C)(C)CC(=O)NCC1Cc2cc(-c3cncnc3)cc(Cl)c2O1 (stereo not given)	6	-6	0.0	-1.2
CCCCOC(=O)C1=C(C)NC2=C(C(=O)CC(C)(C)C2)C1c1cc(OC)c(OC)c(OC)c1 (stereo not given)	0	5	0.3	-0.4
O=C(O)C1CCCN1C(=O)Nc1ccc(Cl)cc1 (stereo not given)	-4	0	0.1	0.4
N#C/C(=C/c1ccc(Br)s1)c1ccc(C(=O)O)cc1	17	-2	0.1	-1.8
O=C1/C(=C/c2ccc(-c3ccc([N+](=O)[O-])cc3)o2)C=C(c2ccccc2)N1c1ccc(F)cc1	0	-11	0.0	-1.0
COc1ccc(-c2nc3cc(NC(=O)c4ccc(-c5ccc([N+](=O)[O-])cc5)o4)ccc3o2)cc1	2	2	0.0	-0.8
CCCCOc1ccc(C(=O)NNC(=S)NC(=O)c2cccc([N+](=O)[O-])c2)cc1	17	13	0.3	-0.1
N#C/C(=C\c1cccnc1)c1nc(-c2ccc(-c3ccccc3)cc2)cs1	-3	-25	0.1	-0.8
COc1cc(/C=N/N2C(=O)C3C4C=CC(CC4)C3C2=O)cc(Br)c1O (stereo not given)	4	2	0.1	0.0
Nc1nc(CSc2ccccn2)nc(Nc2ccccc2)n1	8	-71	0.5	0.3
CCOC(=O)NC(NC(=O)OCC)C(=O)c1ccc(F)cc1	0	-10	0.2	-1.1
COc1ccc(F)cc1S(=O)(=O)Nc1cccc(Cl)c1Cl	8	6	0.1	2.3
Cc1cc(C)cc(NC(=O)Cn2nnc(C(=O)NCCc3ccccc3)c2N)c1	-4	-4	-0.1	1.9
O=C(O)CCn1c(=O)oc2ccccc21	8	0	-0.1	3.6
CC(=O)c1ccc2c(c1)C1C=CCC1C(c1ccc(Cl)cc1)N2 (stereo not given)	0	4	0.0	0.6
O=C1OC(c2ccc(Br)cc2)=N/C1=C\c1ccc(F)cc1	10	8	0.1	-1.6
CCN(CC)C(=O)c1cccc(N2C(=O)c3ccccc3C2=O)c1	0	7	0.1	0.3
COc1cc(CN2CCC(N3CCCCC3)CC2)cc(OC)c1	40	4	0.5	0.0
CCOc1cccc2cc(-c3nc4ccccc4[nH]3)c(=Nc3ccc(-c4ccccc4)cc3)oc12	5	-10	-0.4	1.5
Cc1noc(C)c1-c1cc(C(=O)NC2CC2)ccn1	5	-5	-0.1	0.5
OCCC1CN(Cc2cccc3c2OCO3)CCN1C1CCCC1 (stereo not given)	14	6	0.4	-1.0
CC(=O)OCCNc1cc(Cl)c2nonc2c1[N+](=O)[O-]	-6	-8	0.0	0.1
COc1cc(-c2nc(/C=N/c3nc4ccccc4n3C)c(O)o2)cc(OC)c1OC	4	-3	0.1	-0.4
O=C(O)CC1C(=O)NCCN1Cc1ccc(F)cc1 (stereo not given)	5	-2	-0.1	0.3
CCOC(=O)c1ccc(N2C(=N)S/C(=C\c3cc4c(cc3Br)OCO4)C2=O)cc1	7	-12	0.0	-1.7
CC(C)(C)n1nc2c(c1NC(=O)C1CCCCC1)CS(=O)C2 (stereo not given)	6	0	-0.1	0.9
CC1(C2CCN(Cc3c(O)ccc4ccccc34)CC2)NC(=O)NC1=O (stereo not given)	2	0	0.1	-0.5
O=[N+]([O-])c1cccc(Cl)c1Sc1nnnn1-c1ccccc1	-5	20	-0.2	-1.7
OCCC1CN(Cc2ccc3c(c2)OCCO3)CCN1Cc1cccs1 (stereo not given)	-13	-1	-0.1	0.1
Cc1ccc2c(COC(=O)C3CSC4(C)CCC(=O)N34)cc(=O)oc2c1C (stereo not given)	1	-4	0.1	0.8
CC(=O)OCC1OC(Oc2ccccc2Cl)C(OC(C)=O)C(OC(C)=O)C1OC(C)=O (stereo not given)	-14	1	-0.1	2.0
COc1ccc(C(=O)NCc2nnc(SCC(=O)Nc3nccs3)n2-c2cc(C)ccc2C)cc1OC	-6	-6	0.5	1.3
O=C(NN=C1CCN(Cc2ccccc2)CC1)c1ccccc1O	6	-18	-0.1	0.0
COc1ccc(-c2cc(C(=O)NC3CCCCCCC3)c3ccccc3n2)cc1OC	0	-16	0.0	1.0
O=C1N/C(=N\c2ccccn2)SC1Cc1ccccc1Cl (stereo not given)	-14	4	-0.2	0.6
Cc1ccc(C(=O)NCC(=O)OC2CCCCC2=O)cc1C (stereo not given)	-1	-7	0.2	1.1
COc1ccc(C(=O)Nc2ccc(Br)c(C)n2)cc1[N+](=O)[O-]	20	16	0.2	1.4
C=CCOc1ccccc1CN1CCc2nnc(CNC(=O)C3CCCN(C)C3)n2CC1 (stereo not given)	10	1	0.2	-1.1
Cc1nc(/N=C(\N)NC(=O)c2ccccc2NC(=O)c2ccccc2)nc2ccccc12	-5	0	0.2	-1.4
CCCCNS(=O)(=O)c1ccc(OCC(=O)N2CCCCCC2)cc1	-1	16	-0.2	-0.2
O=C(c1ccco1)N1CCN(C(=O)c2ccc(COc3ccc(F)cc3)o2)CC1	-4	5	-0.2	-0.5
CCOC(=O)N1CCN(CC(O)COC2CC(C)CCC2C(C)C)CC1 (stereo not given)	-12	12	0.1	-0.5
COc1cccc(OC)c1C(=O)NC(C)(C)C	-6	0	-0.2	-0.9
CCOC(=O)c1ccc(-n2c(=S)sc3c(=O)n(-c4ccccc4)c(SCC(=O)C(C)(C)C)nc32)cc1	-5	7	0.0	0.5
O=C(O)CCCNC(=O)c1ccccc1	1	-6	0.1	-0.3
CCn1c(C)nc2c(I)c(O)ccc21	-2	31	-0.2	1.3
O=C(NCCC1=CCCCC1)c1ccc(Cl)c([N+](=O)[O-])c1	-20	-9	-0.1	-2.6
CNC(=O)OCCN1C(=O)c2ccccc2C1=O	-5	4	0.3	-1.4
CCOc1ccc(C2NC(=S)NC(C)=C2C(=O)Nc2cccc(C)c2C)cc1 (stereo not given)	1	3	0.0	-0.8
CCCN1CCC(NC(=O)CCc2nnc(-c3ccccc3)o2)CC1	-11	11	-0.1	-1.4
O=C(NCCCN1CCCC1=O)c1cnc(N2CCOCC2)s1	5	-12	0.0	-0.7
CCN1CCN(C(=O)c2c(-c3c(F)cccc3Cl)noc2C)CC1	1	8	0.1	-1.1
Cc1ccc(N=Cc2c(O)n(CC3CCCO3)c(=O)[nH]c2=O)cc1 (stereo not given)	1	1	0.5	0.0
N#Cc1c(-c2c(O)[nH]c3ccccc23)c2c(-c3ccncc3)[nH]nc2oc1=N	3	-1	0.2	-0.9
CCOC(=O)c1c(NC(=O)C2C3C=CC(C3)C2C(=O)O)sc(C)c1CC (stereo not given)	-4	11	-0.1	-0.7
O=C(COc1cccc(Br)c1)Nc1nc2ccccc2[nH]1	-4	-5	-0.2	-0.2
CCOc1ccc(NC(=S)NCC(c2cccnc2)N2CCOCC2)cc1 (stereo not given)	3	-4	-0.1	1.4
COc1cc(NC(=O)C2=CC(c3ccc(C)cc3)=NS(=O)(=O)N2C)cc(OC)c1OC	-12	11	-0.1	0.0
CCOC(=O)c1[nH]c2c([N+](=O)[O-])cccc2c1CC	13	-2	-0.1	-0.6

Part of the list above, with values under each structure:
Every second line gives: MITF inh	TEAD-YAP block	FBW7 act	GPR151 ag
- COc1cccc(OC)c1C(=O)NC(C)(C)C
→ -6	0	-0.2	-0.9
- O=C1N/C(=N\c2ccccn2)SC1Cc1ccccc1Cl (stereo not given)
→ -14	4	-0.2	0.6

New compounds follow.
SMILES	MITF inh	TEAD-YAP block	FBW7 act	GPR151 ag
O=C(N/N=C/c1ccc(O)cc1)c1ccc(N2Cc3ccccc3C2)cc1	-7	-17	-0.1	2.2
CCN(CC)C(=O)CSc1nc(O)cc(=O)n1CC	1	7	0.0	-1.2
O=C(COc1ccc(S(=O)(=O)Nc2ccc(Cl)cc2)cc1)Nc1ccccc1F	15	6	0.9	0.2
CCOCCOC(=O)c1cccc(NC(=O)C(C(C)C)N2C(=O)c3ccccc3C2=O)c1 (stereo not given)	-21	2	0.1	2.2
O=c1c(CO)cc(CO)cc(CO)c1O	22	-6	-0.4	0.4
COc1cc(SC)ccc1C(=O)Nc1nccs1	15	46*	0.5	-0.9
O=C(O)/C=C/C(=O)NC1CC1	-8	2	-0.1	-1.4
CCCCNCCCOc1ccc(Cl)c(C)c1	3	6	0.1	-0.6
C=CCNc1nnc(Cc2ccccc2)s1	-10	-8	-0.3	-0.6
CCOc1ccc2c(=O)c(Oc3cccc(C)c3)coc2c1	9	-2	0.4	-1.0
CN(C)CC(O)COc1cc2ccccc2cc1C(=O)N1CCCCC1 (stereo not given)	15	-8	0.2	0.2
CC(=O)NCCn1c(SCc2ccc(Cl)cc2)nc2ccccc2c1=O	16	11	0.1	-0.4
CCN(Cc1ccccc1)C(=O)c1cccc([N+](=O)[O-])c1C	-5	-6	-0.2	0.6
Cc1c(C(=O)Nc2ccc(F)cc2F)sc2ncn(CC(=O)Nc3cccc(C(F)(F)F)c3)c(=O)c12	-3	-10	-0.1	0.5
CC1CC(C)CN(CCCNC(=O)c2ccc3nc(N4CCOCC4)sc3c2)C1 (stereo not given)	0	-6	0.7	-2.6

Molecules above that have a nitro group on carbon:
SMILES	MITF inh	TEAD-YAP block	FBW7 act	GPR151 ag
O=C1/C(=C/c2ccc(-c3ccc([N+](=O)[O-])cc3)o2)C=C(c2ccccc2)N1c1ccc(F)cc1	0	-11	0.0	-1.0
COc1ccc(-c2nc3cc(NC(=O)c4ccc(-c5ccc([N+](=O)[O-])cc5)o4)ccc3o2)cc1	2	2	0.0	-0.8
CCCCOc1ccc(C(=O)NNC(=S)NC(=O)c2cccc([N+](=O)[O-])c2)cc1	17	13	0.3	-0.1
CC(=O)OCCNc1cc(Cl)c2nonc2c1[N+](=O)[O-]	-6	-8	0.0	0.1
O=[N+]([O-])c1cccc(Cl)c1Sc1nnnn1-c1ccccc1	-5	20	-0.2	-1.7
COc1ccc(C(=O)Nc2ccc(Br)c(C)n2)cc1[N+](=O)[O-]	20	16	0.2	1.4
O=C(NCCC1=CCCCC1)c1ccc(Cl)c([N+](=O)[O-])c1	-20	-9	-0.1	-2.6
CCOC(=O)c1[nH]c2c([N+](=O)[O-])cccc2c1CC	13	-2	-0.1	-0.6
CCN(Cc1ccccc1)C(=O)c1cccc([N+](=O)[O-])c1C	-5	-6	-0.2	0.6

The results go on:
SMILES	MITF inh	TEAD-YAP block	FBW7 act	GPR151 ag
Cc1ccc(Cc2cnc(NC(=O)COc3ccccc3C)s2)cc1	10	17	-0.1	0.3
Cc1ccc(NCc2nc(-c3ccccc3)no2)cc1	14	-11	0.1	1.4
O=C(c1cc(Cl)ccc1[N+](=O)[O-])n1cnc2ccccc21	15	9	0.8	-1.5
COc1cccc(CN(CCO)Cc2ccccc2)c1OC	23	-3	0.0	0.0
CC(C)N(Cc1ccccc1)C(=O)c1cc2c(=O)n3ccccc3nc2n1C	-4	-6	0.7	0.9
O=C(O)CCSc1nnc(Cc2ccccn2)o1	-2	1	0.0	1.2
CCCCN(C(=S)Nc1ccc(OCC)cc1)c1c(N)n(CCC)c(=O)[nH]c1=O	7	2	-0.2	-0.4
CCOC(=O)c1ccc(NC(=O)c2c(NCc3cccc(OC)c3OC)sc3c2CCCC3)cc1	14	4	0.0	0.0
O=C(O)CC(CNS(=O)(=O)c1ccccc1)c1ccccc1 (stereo not given)	21	-8	0.2	-1.5
COc1ccc(-c2cc(-c3ccccc3)c3cc(Br)ccc3n2)cc1	-1	5	0.2	3.7
O=C(c1cc(C2CC2)on1)N1CCOCC1	5	-4	0.3	-1.1
CCCN(CCC)c1ccc(C=C2C(=O)NC(=O)NC2=O)cc1	-6	19	-0.8	1.6
NC(=O)NC(CC(=O)NNC(=O)c1cccs1)c1ccc(Cl)cc1 (stereo not given)	10	3	0.1	0.0
CCc1ccccc1NC(=O)Cn1ncn2c(cc3ccccc32)c1=O	-3	7	-0.1	-0.1
O=C(CCn1c(=S)[nH]c2cc3c(cc2c1=O)OCO3)N1CCN(c2ccc(F)cc2)CC1	9	9	0.1	-0.9
COCCNC(=O)CN(c1cccc(C(F)(F)F)c1)S(=O)(=O)c1ccccc1	15	-1	0.0	0.0
Oc1ccccc1-c1ccc2cccnc2n1	-1	-43	-0.1	-7.6
O=S(=O)(c1ccc(Cl)nc1)N1CCCC1	-6	-2	0.0	0.9
COC(=O)CS(=O)(=O)c1ccc(C(=O)OC)cc1[N+](=O)[O-]	14	-40	-0.1	-1.8
COC(=O)C1=CNC=C(C(=O)OC)C1c1cccc(Oc2ccccc2)c1	9	-2	0.2	-0.2
Cc1cccc(NC(=O)c2sc3nc4c(cc3c2N)CCCCC4)c1C	-9	17	0.2	1.0
Cn1c(=O)n(Cc2cccc(Cl)c2)c(=O)c2c1ncn2Cc1ccccc1	1	-8	0.0	-1.5
CCOc1ccccc1/C=C1/NC(=O)N(Cc2ccc(F)cc2)C1=O	10	-7	0.1	-1.0
O=C1c2cccnc2C(=O)N1Cc1ccc(S(=O)(=O)Nc2cccnc2)s1	22	-3	-0.1	-1.0
Cc1ccc(OCC(=O)Nc2c(C)n(C)n(-c3ccccc3)c2=O)cc1	6	7	-0.1	4.5
CCOC(=O)c1ccc(Nc2ncnc3c2cnn3Cc2ccccc2)cc1	25	2	0.2	6.2*
CC1=NN(c2ccccc2)C(=O)/C1=C\c1ccc(OCC(=O)O)cc1	25	5	-0.2	0.7
COc1ccc(Cl)cc1NC(=O)c1ocnc1C	-1	1	0.0	-0.2
COc1cc([N+](=O)[O-])ccc1N/C=C/C(=O)C(C)(C)C	19	-28	0.9	-1.7
O=C1NC(=S)N/C1=C/c1ccc(-n2cncn2)cc1	15	8	0.0	-0.9
O=C(CN1C(=O)N2CCN=C2c2ccccc21)NC1CCCC1	3	-3	-0.1	-0.2
O=C(Nc1cccnc1)c1ccc(OCc2ccccc2)cc1	-8	-17	0.2	-5.5
